Screening data (PubChem BioAssay)
FLuc modulator: counter-screen for miR-21 project: firefly luciferase inhibitors or activators. P08659. purified FLuc, Km substrates, luminescence inhibition. Potency, µM (titrated, usually from 57.5 µM), without a hit: at the highest dose activity change, negative = inhibition, most hits filed as inhibitors. 360,000 tested, 6.9% active;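 also: potency is read from the fitted curve at half-maximal effect; plate controls were vehicle for no effect and reference inhibitor for full effect; nearly all actives have a fitted effect of over 55% in size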
Target sequence (P08659 whole entry, looked up): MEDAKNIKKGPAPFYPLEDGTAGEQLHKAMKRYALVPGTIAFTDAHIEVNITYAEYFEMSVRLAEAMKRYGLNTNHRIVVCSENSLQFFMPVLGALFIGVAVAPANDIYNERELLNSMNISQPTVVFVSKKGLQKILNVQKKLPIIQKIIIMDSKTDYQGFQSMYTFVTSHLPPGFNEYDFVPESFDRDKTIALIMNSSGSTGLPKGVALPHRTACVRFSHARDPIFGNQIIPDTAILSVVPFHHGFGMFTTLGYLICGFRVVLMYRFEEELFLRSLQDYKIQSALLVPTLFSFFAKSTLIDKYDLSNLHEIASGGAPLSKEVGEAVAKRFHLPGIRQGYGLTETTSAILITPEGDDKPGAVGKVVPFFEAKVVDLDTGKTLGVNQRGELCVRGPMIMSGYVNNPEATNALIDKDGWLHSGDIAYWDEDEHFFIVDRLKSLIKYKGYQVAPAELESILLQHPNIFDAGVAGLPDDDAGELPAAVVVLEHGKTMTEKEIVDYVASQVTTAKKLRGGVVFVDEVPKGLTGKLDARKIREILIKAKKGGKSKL
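Biochemical qHTS of compounds, final roughly 60 µM downward over six points, against 10 nM purified firefly luciferase using Km concentrations of substrates (10 uM D-luciferin, 10 uM ATP) in Tris acetate pH 7.5 buffer; luminescence output.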
Mito fusion yeast: mitochondrial division inhibition or fusion activation; AID 485298; Potency, µM (doses to about 46.1 µM), for inactives: at the highest dose growth rescue (activation), actives largely listed as activators; 320,000 tested, 0.23% active; S. cerevisiae fusion-defective mutant growth rescue, CellTiterGlo 48 h;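 also: potency is read from the fitted curve at half-maximal effect; % of control where 0% means no effect; nearly all actives have a fitted effect of over 45% in size; temperature-sensitive fusion mutants such as fzo1-1 at 37 °C on non-fermentable ethanol glycerol medium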
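Yeast fusion mutant, YPEG (non-fermentable carbon), compound, 48 h at 37C non-permissive; CellTiterGlo added, 10 min RT, luminescence read. Rescued growth = division inhibition.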
NPC1 prom act: activates the NPC1 promoter. Huh7 NPC1 promoter luciferase reporter, 24 h. Potency, µM (doses to about 9.22 µM), without a hit: at the highest dose activation, hits mostly activators. AID 485313. 320,000 tested, 2.4% active;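 also: potency is read from the fitted curve at half-maximal effect; % of control where 0% means no effect; nearly all actives have a fitted effect of over 60% in size; reporter is driven by a mutant NPC1 promoter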
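Readout is luciferase luminescence, reflecting NPC1 promoter activation in stably transfected Huh7 cells after 24 h compound exposure at 37 °C in reduced-serum medium with 10% FBS.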
Gal4-VP16 FLuc: Gal4-VP16 reporter inhibition counter-screen; Drosophila S2 Gal4-VP16 UAS-luciferase, luminescence, 20 h; 310,000 tested, 3.5% active; Potency, µM (series often up to 53.6 µM), inactives show top-dose activity, negative = inhibition, usual class: inhibitors; AID 2546;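 also: Gal4-VP16 expression switched on by copper sulfate through the metallothionein promoter; potency is read from the fitted curve at half-maximal effect; % is scaled to controls: 0 for no effect and ±100 for the full control effect; nearly all actives have a fitted effect of over 50% in size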
PKM2 act: PKM2 (human) enzyme activation | Potency, µM (titrated, usually from 57.5 µM), for the others: at the highest dose activation, usual class: activators | purified PKM2, Kinase-Glo ATP luminescence, activation; response scale: 0% is enzyme alone, no compound | P14618 | 260,000 tested, 0.34% active; also: potency is read from the fitted curve at half-maximal effect; % is scaled to controls: 0 for no effect and ±100 for the full control effect; nearly all actives have a fitted effect of over 55% in size
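ATP formation by purified human PK-M2, quantified via coupled luciferase luminescence after 1 h at room temperature with 0.1 mM ADP and 0.5 mM PEP final.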
KCNH2 3.1 block: KCNH2 3.1 (human) potassium channel inhibition; U2OS KCNH2 3.1, thallium flux FluxOr; stronger effect = lower value; activity change, % (tested at about 1.8 µM); 340,000 tested, 0.95% active; AID 720553;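 active = maximum activity change below -70%; inconclusive = maximum activity change from -70% to -50%; inactive = maximum activity change above -50%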;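 also: thallium influx rate constant from kinetic fluorescence after stimulation buffer; % is scaled to controls: 0 for no effect and ±100 for the full control effect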
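Normalized rate constant (relative to positive and negative DMSO controls) derived from a 2 min kinetic fluorescence read after stimulation; U2OS cells expressing the 3.1 isoform via virus at 1.77 x 10^8 /mL.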
Rab9 prom act: activators of Rab9 promoter; AID 485297; 320,000 tested, 2.8% active; Huh7 Rab9 promoter-luciferase reporter, luminescence, 24 h; Potency, µM (series often up to 9.22 µM), without a hit: top-dose activation, negative = inhibition, most hits filed as activators; also: potency is read from the fitted curve at half-maximal effect; % of control where 0% means no effect; nearly all actives have a fitted effect of over 60% in size
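Steps: seed 1500 Huh7 Rab9-luc cells per well, rest 2 h at 37 °C; add compound in DMSO; incubate 24 h; add luciferase reagent, 10 min ambient; read luminescence.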
Menin-MLL TR inh: displaces Texas Red mutant MLL peptide from human menin. O00255. Menin + Texas Red MLL mutant peptide, fluorescence polarization. Potency, µM (series often up to 61.6 µM), for the others: top-dose FP activity change, negative = inhibition, hits mostly inhibitors. 270,000 tested, 0.23% active. AID 1768; active = well fitted inhibition curve with a large enough effect in the polarisation, with a control signal flat, not every such curve was filed as active; inconclusive = small, poorly fitted or top-dose-only effect, or effect the other way, or a change in a side signal; inactive = no such curve, though single readings can be large or run the other way; the % refers to the polarisation; also: potency is read from the fitted curve at half-maximal effect; % of control where 0% means no effect; many of its hits are not listed in these tables
ELG1 repair inh: ELG1-dependent DNA repair inhibition | HEK293T ELG1-luciferase reporter, luminescence, 16 h; DNA damage induced by 5-fluorouridine | Potency, µM (titrated, usually from 46.1 µM), without a hit: at the highest dose activity change, negative = inhibition, usual class: inhibitors | 330,000 tested, 2.3% active | AID 504467; also: potency is read from the fitted curve at half-maximal effect; % is scaled to controls: 0 for no effect and ±100 for the full control effect; nearly all actives have a fitted effect of over 55% in size
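HEK293T cells expressing luciferase-tagged ELG1 (2,000/well) received 5-Fluorouridine plus compound or DMSO for 16 hr at 37 °C. Luciferase was read by ONE-Glo luminescence after 30 min at room temperature.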
RORg inh: ROR gamma (mouse) transcription inhibition. Potency, µM (titrated, usually from 53.6 µM), for the others: top-dose activity change, negative = inhibition, hits mostly inhibitors. AID 2551. Drosophila S2 Gal4-RORgamma UAS-luciferase reporter, 20 h. P51450. 310,000 tested, 5.4% active; also: potency is read from the fitted curve at half-maximal effect; % is scaled to controls: 0 for no effect and ±100 for the full control effect; nearly all actives have a fitted effect of over 60% in size
Target sequence (P51450 whole entry, looked up, the tested form may be a part): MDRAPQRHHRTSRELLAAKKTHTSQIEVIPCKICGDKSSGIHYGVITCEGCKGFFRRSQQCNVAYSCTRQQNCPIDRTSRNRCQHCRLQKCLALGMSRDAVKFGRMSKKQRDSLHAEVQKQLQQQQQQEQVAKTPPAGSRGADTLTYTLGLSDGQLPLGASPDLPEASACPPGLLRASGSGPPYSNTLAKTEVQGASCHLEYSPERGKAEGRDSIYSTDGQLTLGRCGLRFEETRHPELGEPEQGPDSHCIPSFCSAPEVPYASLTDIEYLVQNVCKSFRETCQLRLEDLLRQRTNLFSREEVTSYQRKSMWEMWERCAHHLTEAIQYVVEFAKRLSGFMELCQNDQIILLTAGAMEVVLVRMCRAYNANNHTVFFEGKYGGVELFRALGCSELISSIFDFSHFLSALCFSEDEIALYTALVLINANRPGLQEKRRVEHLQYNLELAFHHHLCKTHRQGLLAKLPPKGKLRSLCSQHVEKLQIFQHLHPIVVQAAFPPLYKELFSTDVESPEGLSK
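Schneider cells (Drosophila), stable Gal4 DBD–ROR gamma + UAS-luc; 1 hr cmpd preincubation; Cu2+ induction 700 uM final; 20 hr ambient; luminescence.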
MBNL1-CUG inh: MBNL1-poly(CUG) RNA binding inhibition | Q9NR56 | TR-FRET MBNL1-His/biotin-(CUG)12 binding, 665/545 ratio | Potency, µM (series often up to 57.5 µM), without a hit: at the top dose activity change, negative = inhibition, actives largely listed as inhibitors | 280,000 tested, 0.036% active; active = well fitted inhibition curve with a large enough effect in the signal ratio, with a control signal flat, not every such curve was filed as active; inconclusive = small, poorly fitted or top-dose-only effect, or effect the other way, or a change in a side signal; inactive = no such curve, though single readings can be large or run the other way; the % refers to the signal ratio; also: potency is read from the fitted curve at half-maximal effect; % is scaled to controls: 0 for no effect and ±100 for the full control effect
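Inhibition of protein-RNA binding appears as loss of TR-FRET between terbium anti-His antibody on MBNL1-His and streptavidin-XL665 on biotin-(CUG)12. Activity is normalized to buffer-only and uninhibited-complex controls.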
* marks the source's active call; other numbers are inactive results; ? = inconclusive; / = not tested or not shown; & = joins results of further samples; [ ] = dose if it differs, or a comment. Unless noted, calls follow the shape of the dose curve; as a rule, active = well fitted curve in the direction sought with a large enough effect; inconclusive = small, poorly fitted or top-dose-only effect, or another doubt; inactive = no such curve, though single readings can be large; an effect the other way counts as inactive or inconclusive.

SMILES	FLuc modulator	Mito fusion yeast	NPC1 prom act	Gal4-VP16 FLuc	PKM2 act	KCNH2 3.1 block	Rab9 prom act	Menin-MLL TR inh	ELG1 repair inh	RORg inh	MBNL1-CUG inh
COc1ccc(-c2ccc3nnc(SCC(=O)Nc4ccc(NC(C)=O)cc4)n3n2)cc1	?	-4%	0%	/	/	-21	-8%	/	16%	/	/
O=C(Nc1cccc2ccccc12)c1cccc([N+](=O)[O-])c1	5%	17%	-3%	-1%	/	6	-7%	23%	9%	-16%	?
CCn1c(SCC(=O)Nc2cc3oc4ccccc4c3cc2OC)nnc1-c1cccs1	-11%	-1%	2%	?	-12%	-17	1%	25%	18µM*	-32%	-4%
CCOc1ccc(S(=O)(=O)N2CCOCC2)cc1NC(=O)CSCC(=O)Nc1ccc(C)cc1	5%	1%	-11%	12%	-2%	-1	-1%	/	-9%	38%	1%
C#Cc1ccc(C(=O)Nc2ccc(N3CCC(C)CC3)c(C(N)=O)c2)cc1	2%	5%	-2%	-22%	-23%	?	-7%	27%	-16%	37%	-5%
OCCN1CCN(C(=S)Nc2cccc(C(F)(F)F)c2)CC1	-1%	9%	-5%	-22%	1%	-15&8	-5%	/	24%	-7%	-4%
O=C(Cn1cccc1C(=O)c1ccccc1)NCCC1=CCCCC1	-9%	-10%	-1%	3%	-3%	13	-5%	-15%	16%	-7%	11%
COc1ccc(Cc2nc3ccc(C(=O)N(C)CCn4ccnc4)cc3o2)cc1OC	?	-6%	?	6%	/	-4	24%	-14%	?	-26%	7%
C/C(=N\NS(=O)(=O)c1ccc(C)c([N+](=O)[O-])c1)c1cc2ccccc2o1	-10%	6%	-3%	2%	3%	4	0%	?	7%	-1%	10%
O=C(Cc1ccc(Cl)c(Cl)c1)Nc1ccc(SC(F)F)cc1	?	9%	0%	?	2%	-3	3%	?	16%	26%	-5%
CC1CC(C)CN(CCC(=O)Nc2cccc(Cl)c2)C1 (centres undefined)	1%	-2%	7%	13%	-6%	-18	-4%	-16%	0%	-2%	-6%
CN(C)S(=O)(=O)c1cc(NC(=O)COC(=O)Cc2cccc3ccccc23)ccc1Cl	-1%	0%	1%	?	-8%	-6	-3%	?	13%	?	6%
CCCC(C(=O)NC1CCCC1)N(Cc1ccc(OC)cc1)C(=O)c1snc(C(N)=O)c1N (centres undefined)	1%	3%	-2%	11%	0%	-13	0%	-18%	-4%	-28%	10%
CC(C)NC(=O)CSc1ccccc1C(=O)N1CCN(S(=O)(=O)/C=C/c2ccccc2)CC1	/	1%	0%	/	/	-4	-3%	/	2%	/	/
CCc1ccc(N2CSC3=C(C#N)C(c4cccs4)CC(=O)N3C2)cc1 (centres undefined)	?	7%	-4%	15%	-19%	-9	-1%	8%	?	37%	36%[activator]
CCCN(CC(=O)Nc1ccccc1OC)C(=O)CSc1ccc(Br)cc1C	1%	17%	-7%	/	/	-8	0%	/	-14%	/	/
CCOC(=O)c1cnc(COc2ccccc2Cl)[nH]c1=O	-6%	-4%	0%	-5%	-3%	6	-4%	/	14%	-5%	/
CCCC[C@@H]1CNC(=O)C(=O)N1CC(C)(C)C	2%	0%	-2%	2%	-4%	3	1%	/	0%	-2%	2%
Cc1ccc([N+](=O)[O-])cc1NCC(=O)NN	6%	-1%	-8%	-2%	4%	2	-3%	14%	-19%	3%	22%
O=C(NCc1cccnc1)C1CCN(S(=O)(=O)c2cccc(C(F)(F)F)c2)CC1	0%	1%	-3%	/	/	-5	-3%	/	3%	/	/
O=C(COc1ccc(Cl)cc1)NN=C1CCCCCCC1	0%	2%	-2%	-15%	-4%	3	6%	?	0%	8.9µM*	-3%
COc1ccc(CCNC(=O)c2ccc3c(c2)NC(=O)C(C(C)C)N3)cc1OC (centres undefined)	2%	4%	-2%	5%	-3%	-8	1%	13%	-13%	19%	5%
N/N=C/C(=N\Nc1ccc(Cl)cc1)C(=O)c1ccncc1	-11%	-20%	0%	3%	3%	1	-1%	/	15%	?	16%
CC(=O)NC(CCS(C)(=O)=O)C(=O)Nc1ccc(C)c(F)c1 (centres undefined)	-1%	-1%	1%	-4%	-2%	3	-3%	-20%	-7%	-2%	-16%
Cc1cccc(Nc2nnc(SCc3cc(=O)n4cc(C)ccc4n3)s2)c1	-5%	2%	-1%	-3%	-11%	6	0%	10%	?	?	29%

Further records.
SMILES	FLuc modulator	Mito fusion yeast	NPC1 prom act	Gal4-VP16 FLuc	PKM2 act	KCNH2 3.1 block	Rab9 prom act	Menin-MLL TR inh	ELG1 repair inh	RORg inh	MBNL1-CUG inh
Cc1ccc(NCN2C(=O)C3CC=C(Cl)CC3C2=O)cc1 (centres undefined)	-4%	0%	0%	-1%	5%	7	2%	-5%	6%	24%	-1%
COC(=O)CSc1nc2ncc(Cl)cc2[nH]1	-5%	-5%	-1%	-5%[0.365 µM]	0%	17	2%	15%	8%	6%	-15%
CC(=O)C12C3C4C(C5C1C3C5(Br)C41OCCO1)C21OCCO1 (centres undefined)	-2%	0%	-3%	-6%	/	2	0%	/	-2%	-19%	/
CN(C)C(=O)c1cc(C(=O)c2ccc(F)cc2Cl)c[nH]1	?	1%	?	18%	/	0	25%	26%	?	37%	-8%
CC(NC(=O)C(=O)N1CCCCC1)C(c1cccs1)N1CCN(c2ccc(F)cc2)CC1 (centres undefined)	0%	0%	19%	1%	/	11	0%	/	0%	13%	4%
N#Cc1c(N)nc2c(c1-c1ccccc1)CCC2	?	5%	-5%	5%	0%	53	-13%	5%	?	-4%	8%
O=C(Nc1ccc(-c2cc3ccccc3oc2=O)c(Cl)c1)c1cccnc1	-3%	1%	16%	-20%	-15%	-3	25%	17%	21%	15%	2%
O=C(COC(=O)c1cccc2ccccc12)NCC1CCCO1 (centres undefined)	-11%	-2%	-4%	3%	-3%	0	1%	-3%	13%	15%	10%
CC1(C)CC(=O)C2=C(C1)N1C(=C(C#N)C2c2ccccc2Cl)N=C(N)c2ccccc21 (centres undefined)	-1%	0%	-3%	3%	0%	-19	0%	17%	-15%	?	46%[activator]
CC(C)c1nnc(NC(=O)CCC(=O)NCc2ccc(F)cc2)s1	0%	-3%	-2%	1%	/	-11	-4%	-9%	4%	-14%	2%
O=C(O)C1C2C=CC(C2)C1C(=O)OC1CC2CCC1C2 (centres undefined)	-1%	2%	1%	7%	9%	14	-7%	-4%	15%	2%	-5%
CN1CCN(CCCNC(=O)C2CCN(c3nnc(-n4cccc4)s3)CC2)CC1	1%	0%	-1%	-5%	-6%	13	-2%	0%	15%	19%	8%
O=C(NCc1ccccc1)C(c1ccc(F)cc1)N(C(=O)c1csnn1)c1ccccc1 (centres undefined)	3%	-15%	0%	5%	2%	-21	4%	-18%	-9%	26%	-5%
CCOc1cc(C)c(C(C)C)cc1S(=O)(=O)N1CCOCC1	0%[2.3 µM]	0%	-4%	-16%	-8%	-4	-3%	-8%	2%	29%	-4%
Nc1ccc2c(c1)C(=O)N(CCCC(=O)O)C2=O	-6%	-4%	3%	-17%	-8%	14	-1%	?	15%	?	?
O=C(CNC(=O)c1cccs1)OCc1ccc(Br)cc1	2%	0%	1%	-4%	-9%	17	4%	/	2%	-8%	4%
Cc1c(C(=O)NC(C)C)c(-c2ccccc2)nn1-c1ccccc1	1%	-3%	-1%	-7%	-1%	18	-3%	-13%	0%	6%	-10%[11.5 µM]
CN(C)CCNC(=O)c1ccc2c(c1)N(Cc1ccc(F)cc1)CCS2	-1%	-8%	2%	7%	-2%	-2	-3%	-4%[11.7 µM]	-1%	-32%	13%
COc1ccc(NC(=S)NNC(=O)c2nnn(-c3ccccc3)c2C)cc1	?	-2%	0%	0%	-9%	9	0%	4%	-3%	-26%	1%
CCN(CC)CCCNC(=O)c1ccc2c(SCC(=O)O)c3c(nc2c1)CCC3	-1%	-3%	0%	-18%	7%	/	-6%	10%	-3%	-5%	4%
CC1=C(C#N)C(=O)NC(=O)/C1=C/c1ccc(-c2ccc(S(N)(=O)=O)cc2)o1	?	1%	2%	14%	2%	-38	-3%	2%	3%	-2%	?

The list is partial; count on the stated rates, not on these rows.
